Assay outcomes as filed in PubChem.
NadD inh = NadD (S. aureus) enzyme inhibition; purified NadD enzyme, colorimetric absorbance read-out; 360,000 compounds, 0.78% hits; AID 602399; inhibition, % at 20 µM; in the data active = inhibition above about 26%; note: some compounds past the cut are filed as inactive
MsrA inhibitor = inhibits bovine methionine sulfoxide reductase A; purified bovine MsrA, absorbance read-out; inhibition, % at 15.5 µM; 360,000 compounds, 0.75% hits; in the data active = inhibition above about 4.5%;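 note: 0% = vehicle wells with enzyme and 100% = reference inhibitor wells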
DNMT1 block = blocks human DNA methyltransferase DNMT1. P26358. inhibition (reported as % activation of signal), % at 10 µM. 360,000 compounds, 0.83% hits. DNMT1 molecular beacon, Hinp1I cleavage, fluorescence; in the data active = inhibition above about 50%
TbMetRS inhib = Trypanosoma brucei MetRS inhibition. AID 624268. purified T. brucei MetRS, ATP depletion, Kinase-Glo luminescence. 360,000 compounds, 0.4% hits. inhibition, % at 11.9 µM;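 active = inhibition above a per-plate cutoff of the control wells' mean inhibition plus 3 SD, cut at about 5.5% in these data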;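 note: 0% = DMSO wells median and 100% = median of wells with control inhibitor compound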
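Material: T. brucei methionyl-tRNA synthetase, purified; reagent: substrates ATP, L-methionine and bulk Escherichia coli tRNA; dosing: 11.9 µM single point; timing: 15 min plus 2 h at 25 °C; detection: luminescence of leftover ATP; evaluation: % inhibition; control set: DMSO-only wells as low control; replicates: singlicate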
Scp1 inh = inhibitors of human Scp-1 phosphatase; Q9GZU7; Recombinant Scp1, phosphopeptide, malachite green phosphate absorbance; inhibition, % at 20 µM; 340,000 compounds, 0.88% hits; AID 493091;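 active = inhibition above about 50% at 20 µM, limit read from the data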;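 note: plate controls were DMSO wells with enzyme for no effect and wells lacking enzyme for full effect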
Target sequence (Q9GZU7 76-261 limits assumed): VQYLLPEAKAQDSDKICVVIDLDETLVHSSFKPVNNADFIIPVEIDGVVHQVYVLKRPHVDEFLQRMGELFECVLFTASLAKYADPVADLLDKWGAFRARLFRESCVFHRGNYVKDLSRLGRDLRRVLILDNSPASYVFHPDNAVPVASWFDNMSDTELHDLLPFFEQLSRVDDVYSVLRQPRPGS
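System: SCP-1 catalytic domain; Reagent: Phospho 17-mer peptide substrate; Doses: one concentration, 20 µM, with 1.0% DMSO; Incubation: 45 min room-temperature reaction, 5 min colour, 30 min stabiliser; Signal: Phosphate-binding colour reagent, absorbance read at 630 nm.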
STEP block = inhibitors of human striatal-enriched phosphatase STEP; 360,000 compounds, 0.25% hits; inhibition, % at 20 µM; P54829; AID 588621; recombinant STEP, OMFP fluorogenic substrate, fluorescence;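 active = inhibition at 20 µM, scaled per plate between control wells, above about 37%, limit read from the data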;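 note: 0% = DMSO with enzyme and substrate and 100% = substrate only without enzyme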
Target sequence (P54829 whole entry, looked up): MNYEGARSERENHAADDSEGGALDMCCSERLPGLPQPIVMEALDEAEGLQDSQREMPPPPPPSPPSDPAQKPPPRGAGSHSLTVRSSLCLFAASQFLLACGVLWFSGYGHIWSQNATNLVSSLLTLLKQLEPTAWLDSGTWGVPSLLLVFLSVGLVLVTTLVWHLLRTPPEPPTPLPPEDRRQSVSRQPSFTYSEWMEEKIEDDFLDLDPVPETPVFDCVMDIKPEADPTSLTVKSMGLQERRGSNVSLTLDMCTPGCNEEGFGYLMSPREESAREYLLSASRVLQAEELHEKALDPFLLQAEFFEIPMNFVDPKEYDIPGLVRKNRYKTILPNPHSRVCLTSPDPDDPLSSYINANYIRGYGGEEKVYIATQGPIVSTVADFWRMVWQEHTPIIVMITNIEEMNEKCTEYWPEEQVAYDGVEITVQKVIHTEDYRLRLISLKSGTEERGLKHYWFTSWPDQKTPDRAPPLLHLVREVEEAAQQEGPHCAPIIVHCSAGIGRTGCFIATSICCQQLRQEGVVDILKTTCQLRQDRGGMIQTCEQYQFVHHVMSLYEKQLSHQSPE
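System: isolated STEP enzyme; schedule: 20 min enzyme reaction at room temperature, protected from light; medium: Bis-Tris buffer pH 6.0, 2.5 mM DTT, 0.005% Tween 20; signal: fluorescence, 480/540 nm; dosing: single compound dose of 20 µM, 1% DMSO final; also added: OMFP substrate, 25 µM final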
Rpn11 block = inhibitors of human proteasome Rpn11; O00487; human 26S proteasome, Ub4-pepOG fluorescence polarization; 20S core pre-blocked with epoxomicin; calls only at 20 µM; 360,000 compounds, 0.59% hits; AID 588493;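 active = inhibition at 20 µM, scaled to each plate's controls, above about 33%, limit read from the data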
Target sequence (O00487 whole entry, looked up): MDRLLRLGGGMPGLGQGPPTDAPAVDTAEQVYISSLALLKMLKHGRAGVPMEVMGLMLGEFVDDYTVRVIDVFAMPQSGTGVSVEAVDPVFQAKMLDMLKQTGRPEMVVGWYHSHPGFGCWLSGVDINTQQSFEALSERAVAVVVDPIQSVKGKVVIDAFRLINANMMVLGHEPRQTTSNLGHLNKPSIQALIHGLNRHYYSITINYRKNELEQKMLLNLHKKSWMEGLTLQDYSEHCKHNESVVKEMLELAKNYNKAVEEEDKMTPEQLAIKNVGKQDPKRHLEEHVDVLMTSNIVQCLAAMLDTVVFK
SUMO1-SIM PPI = alters human SUMO1 binding to SIM partners; P63165; SUMO1 binding to a labelled peptide, TR-FRET, 1 h; inhibition, % at 20 µM; 360,000 compounds, 0.33% hits; AID 602429; in the data active = inhibition above about 37%
LMPTP inh = LMPTP (human) inhibition; P24666; recombinant LMPTP-A, OMFP fluorogenic substrate, fluorescence intensity; 360,000 compounds, 0.22% hits; inhibition, % at 20 µM;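 active = compounds that cut the enzyme signal by at least half of the control window in the single-dose screen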;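 note: plate controls were DMSO wells with enzyme plus substrate for no effect and substrate without enzyme for full effect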
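test system = LMPTP-A | amount = 0.625 nM LMPTP-A final | reagent = fluorogenic phosphatase substrate OMFP at 400 µM final | incubation = 50 min at room temperature | benchmarks = no-enzyme low control, uninhibited high control | medium = Bis-Tris pH 6.0, DTT, detergent | signal = fluorescence intensity of OMFP turnover product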
CSN deneddyl inh = inhibitors of human CSN-mediated cullin deneddylation; Q92905; Purified CSN, SCF-Nedd8-OG deneddylation, fluorescence polarization; inhibition, % at 12.5 µM; 360,000 compounds, 0.38% hits;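 active = pattern-corrected inhibition above about 35%, with an unprinted fluorescence ratio check between 0.5 and 1.5, limit read from the data, passing the limit was not always enough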;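 note: 0% = enzyme with substrate and 100% = substrate without enzyme; some results filed as inactive read as strong as hits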
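Test system: purified human Csn5 enzyme expressed in HEK293T cells. Amount: 0.24 nM enzyme. Reagent: SCFSkp2-Nedd8OG substrate at 10 nM final. Schedule: 90 min incubation of compound, enzyme and substrate at room temperature. Detection: fluorescence polarization. Read-out: % inhibition of substrate cleavage by Csn5.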
An asterisk follows results filed as active; i = inactive; nt = not tested or not shown. The order is random; 3.9% or so of the library scored in one or more.

# | NadD inh | MsrA inhibitor | SMILES | DNMT1 block | TbMetRS inhib | Scp1 inh | STEP block | Rpn11 block | SUMO1-SIM PPI | LMPTP inh | CSN deneddyl inh
1 | -0.6 | 1.5 | CCC(C)(C)NC(=O)C(OC(=O)c1cc2sccc2n1C)c1ccc(OC)cc1 (centres undefined) | -4.5 | -0.7 | -8.0 | 2.7 | i | -0.8 | -0.5 | 5.7
2 | 2.2 | 1.2 | ClC(Cl)(Cl)c1nc2ccccc2n2nncc12 | 2.3 | -0.2 | -4.4 | 1.3 | i | -1.1 | 0.1 | 1.8
3 | -0.2 | 1.0 | CCC(C)NC(=O)CN1C(=O)c2cccc3cccc1c23 (centres undefined) | -1.9 | -0.9 | 0.3 | 4.2 | i | -13.0 | 0.9 | 3.4
4 | -0.7 | 0.1 | COc1ccc(-c2noc(-c3ccccc3C(=O)NCc3ccco3)n2)cc1 | -3.1 | -1.5 | -5.9 | -1.7 | i | -3.8 | -1.4 | 5.8
5 | -2.6 | 2.5 | CC(C)C(=O)Nc1nnc(-c2ccco2)s1 | -4.2 | 0.1 | -5.1 | 0.0 | i | -2.3 | 0.1 | -5.2
6 | -7.1 | 1.2 | COc1ccc(N(CC(=O)Nc2ccc(F)cc2)S(=O)(=O)c2ccccc2[N+](=O)[O-])c(OC)c1 | -5.1 | -0.1 | -11.0 | -1.5 | i | -4.4 | 2.2 | -2.0
7 | -9.8 | 0.2 | Cc1ccc(NC(=O)CCC(=O)N/N=C/c2ccc(O)cc2)cc1 | -0.5 | -0.2 | 3.1 | -1.6 | i | -2.7 | -2.9 | -4.5
8 | -0.5 | 0.0 | O=C(NN=C1CCCCCC1)c1cccnc1 | -2.5 | -0.2 | -6.0 | -0.2 | i | 2.9 | -1.6 | -0.4
9 | 1.6 | -0.5 | COc1cccc(CNc2nc3cc(-c4cccc(C(F)(F)F)c4)sc3c(=O)n2C)c1OC | -10.1 | -0.2 | nt | 2.9 | i | -4.4 | 6.6 | -1.4
10 | 3.4 | -0.4 | CN(C)C(=O)c1cc(C(=O)c2ccc(F)cc2F)c[nH]1 | 0.5 | -0.6 | -5.7 | -0.6 | i | 1.0 | -1.3 | 0.9
11 | 4.3 | -1.6 | CCC1CCCCN1C(=O)c1cc(COc2ccc3ncccc3c2)on1 (centres undefined) | -0.7 | -0.2 | 1.8 | -1.5 | i | -4.9 | 3.5 | 1.7
12 | -7.4 | -0.4 | C#Cc1ccc(CN2CCN(CCCc3ccccc3)C(CCO)C2)cc1 (centres undefined) | -3.0 | -1.0 | 0.1 | 1.9 | i | -3.1 | -1.6 | 2.1
13 | 5.3 | 0.5 | COc1cc(C)ccc1S(=O)(=O)NC(=O)C1(C)CCN1C(=O)Cc1ccc(Cl)cc1Cl (centres undefined) | 1.6 | 0.2 | nt | -1.5 | i | 5.6 | -1.8 | -0.5
14 | 30.7* | -0.1 | Nc1[nH]n2c(=O)cc(-c3ccccc3)nc2c1N=Nc1ccccc1 | -11.5 | -0.9 | -4.6 | 5.1 | i | -6.6 | 13.7 | -5.4
15 | -4.4 | 0.3 | C=CCn1c(SCC(=O)NCc2ccco2)nc2sc3c(c2c1=O)CCCC3 | 14.5 | -1.2 | -11.9 | -3.4 | i | -3.7 | -1.9 | 2.3
16 | -2.6 | 1.1 | COc1ccc(N2C(=S)NC3c4cc(Cl)ccc4OC2(C)C3C(=O)N(C)C)cc1 (centres undefined) | 0.3 | -0.7 | -1.7 | 1.1 | i | -15.4 | -0.4 | -6.2
17 | 1.6 | 0.9 | C=C(C)CSc1nnc2n(Cc3ccccc3)c(=O)c3c4c(sc3n12)CCC4 | 9.3 | -1.3 | -13.2 | 3.1 | i | 2.9 | 0.8 | 1.1
18 | 1.2 | 0.2 | Cc1ccc(S(=O)(=O)CCC(=O)Nc2nnc(-c3cccs3)o2)cc1 | 4.0 | -0.2 | -2.7 | 5.1 | i | 4.6 | -1.5 | 0.8
19 | -6.9 | 2.5 | CC1(C)N=C(SCC(=O)Nc2ccc(Cl)cc2)C(c2ccccc2)=N1 | 39.9 | 0.9 | -10.8 | 0.6 | i | -2.7 | 0.1 | 3.3
20 | -4.2 | 1.3 | COc1ccc(OC)c(NC2=NC3(CCCC3)N=C(N)N2)c1 | -2.4 | 0.1 | -16.0 | 2.6 | i | -2.2 | 1.1 | 0.6
21 | -3.2 | 0.0 | O=C(Nc1ccccc1-c1ccccc1)c1cccc(C(F)(F)F)c1 | 12.1 | -1.1 | -1.3 | -0.2 | i | -4.1 | 1.2 | 4.4
22 | -13.3 | -0.7 | CN1CCN(CC(O)COC(c2ccc(Cl)cc2)c2ccc(Cl)cc2)CC1 (centres undefined) | 2.8 | -0.9 | -11.0 | -0.8 | i | -1.6 | -3.7 | 2.4
23 | -3.5 | 1.6 | c1ccc(COc2ncnc3c2ncn3CCCN2CCN(c3ccccn3)CC2)cc1 | -1.7 | -1.1 | -4.2 | 0.3 | i | 2.2 | 1.0 | -1.2
24 | -4.4 | 3.3 | C=C(C)CNC(=S)N/N=C(\C)c1ccc(-n2ccnc2)cc1 | -1.0 | -0.5 | -4.4 | 4.4 | i | 1.6 | -0.9 | -0.2
25 | -3.7 | 0.0 | CCS(=O)(=O)n1nc(-c2ccccc2)nc1SC | 3.6 | -0.6 | -3.7 | 0.5 | i | -1.9 | -1.4 | 5.3
26 | -3.6 | -0.9 | O=C(c1ccc(Cn2cnnn2)cc1)N1CCCC(Nc2ccc(F)cc2)C1 (centres undefined) | -1.5 | -0.4 | -6.7 | 0.5 | i | -5.6 | 0.2 | -3.6
27 | -0.5 | 2.2 | Cc1ccc2cc(/C=N/Nc3ccc(C(=O)O)cc3)c(Cl)nc2c1 | 5.9 | -0.8 | 0.9 | -1.0 | i | -2.4 | 46.5 | 3.4
28 | -0.2 | 1.5 | C[C@H](CO)N1C[C@H](C)[C@@H](CN(C)Cc2ccncc2)Oc2c(NC(=O)c3ccncc3)cccc2C1=O | 4.2 | -0.2 | -7.7 | -1.3 | i | 4.5 | -2.2 | -5.4
29 | 21.2 | 1.5 | O=C1NC(Cc2ccc(O)cc2)c2nc3cc(F)c(F)cc3c(=O)n2-c2cc3ccccc3cc21 (centres undefined) | -11.8 | 0.7 | nt | -1.6 | i | -13.9 | 1.5 | 4.9
30 | 3.4 | 2.3 | CCOC(=O)c1cn(C2CC2)c2c(F)c(NCCCN(C)C)c(F)cc2c1=O | -37.8 | 0.1 | -10.5 | -1.2 | i | -68.5 | -8.1 | 0.5

Overlap with the part before: 4 entries; new compounds follow.
# | NadD inh | MsrA inhibitor | SMILES | DNMT1 block | TbMetRS inhib | Scp1 inh | STEP block | Rpn11 block | SUMO1-SIM PPI | LMPTP inh | CSN deneddyl inh
27 | -0.5 | 2.2 | Cc1ccc2cc(/C=N/Nc3ccc(C(=O)O)cc3)c(Cl)nc2c1 | 5.9 | -0.8 | 0.9 | -1.0 | i | -2.4 | 46.5 | 3.4
28 | -0.2 | 1.5 | C[C@H](CO)N1C[C@H](C)[C@@H](CN(C)Cc2ccncc2)Oc2c(NC(=O)c3ccncc3)cccc2C1=O | 4.2 | -0.2 | -7.7 | -1.3 | i | 4.5 | -2.2 | -5.4
29 | 21.2 | 1.5 | O=C1NC(Cc2ccc(O)cc2)c2nc3cc(F)c(F)cc3c(=O)n2-c2cc3ccccc3cc21 (centres undefined) | -11.8 | 0.7 | nt | -1.6 | i | -13.9 | 1.5 | 4.9
30 | 3.4 | 2.3 | CCOC(=O)c1cn(C2CC2)c2c(F)c(NCCCN(C)C)c(F)cc2c1=O | -37.8 | 0.1 | -10.5 | -1.2 | i | -68.5 | -8.1 | 0.5
31 | -4.6 | 0.3 | CCN(CC)C1CCN(C(=O)c2ccc(OC3CCN(C(=O)CCOC)CC3)cc2)C1 (centres undefined) | 1.2 | -0.3 | nt | -0.5 | i | -1.4 | 0.2 | 1.1
32 | -1.4 | -1.0 | Cc1ccc(S(=O)(=O)N(CC(=O)NCCSC2CCCCC2)c2ccccc2F)cc1 | -0.8 | -0.6 | -9.4 | 1.9 | i | 2.1 | -0.2 | -1.1
33 | 0.1 | 0.1 | Cc1ccc(S(=O)(=O)N2CCN(CC(=O)Nc3ccc([N+](=O)[O-])cc3)CC2)cc1C | 0.9 | -0.6 | 4.0 | -4.2 | i | -18.5 | -2.1 | -1.6
34 | 5.5 | 0.1 | O=C(CSc1n[nH]c(=O)[nH]c1=O)c1cccc([N+](=O)[O-])c1 | 3.5 | -0.5 | 4.9 | -1.3 | i | -26.0 | -0.2 | -0.7
35 | -2.2 | 0.3 | Cn1c(C2CC(=O)N(Cc3ccccc3)C2)nc2ccccc21 (centres undefined) | 3.0 | 0.1 | -4.8 | 0.7 | i | 3.4 | -1.6 | -0.9
36 | 1.4 | -1.0 | CC(=O)c1cn(CC(=O)Nc2c(C)cccc2C)c2ccccc12 | -1.4 | 0.5 | -3.1 | -2.1 | i | 12.4 | 1.0 | 2.3
37 | -0.8 | 0.1 | C=CCN(CC=C)C(=O)c1ccc2nc(Cc3ccc(OC)c(OC)c3)oc2c1 | -2.0 | 0.0 | 0.3 | 0.2 | i | -3.7 | 1.1 | 1.5
38 | 3.1 | -0.9 | CCCCCSc1nc(N2CCOCC2)c2c(c1C#N)CC(C)(C)OC2 | -0.7 | 0.3 | -4.8 | 2.6 | i | 1.0 | 2.3 | -1.9
39 | -3.0 | 1.1 | CC(C)(C)NC(=O)COc1ccccc1C#N | 6.3 | -1.0 | 10.3 | -1.4 | i | 1.3 | -0.7 | 0.5
40 | 6.4 | -0.9 | OC(c1ccc(Cl)cc1)c1ncc(-c2ccc(Oc3ccccc3)cc2)[nH]1 (centres undefined) | -10.8 | -0.3 | nt | -5.2 | i | -1.2 | 1.0 | -0.8
41 | 1.9 | -1.0 | COc1cc(OC)cc(C(=O)N2CCN(Cc3ccccc3C(F)(F)F)CC2)c1 | 0.2 | -0.4 | -5.3 | 0.9 | i | -4.1 | 2.9 | -4.0
42 | -2.4 | 1.9 | CN(C)/C=N/c1cc(=O)[nH]c(=O)n1CC1CC1 | 1.7 | 0.3 | -3.0 | -0.2 | i | 3.0 | -2.0 | -2.5
43 | -5.6 | -1.0 | Cc1cc(C)cc(OCC(=O)N2CCc3ccccc3C2)c1 | 2.8 | -0.2 | -2.2 | -1.2 | i | 1.3 | -0.3 | 3.9
44 | -4.7 | nt | Cc1ccc(-n2nnc3c(=O)n(CC(=O)N4CCC(C)CC4)cnc32)cc1 | 3.6 | -0.6 | -2.7 | -3.8 | i | 2.9 | -1.3 | -4.6
